TWEAK Fn14 block = TWEAK-Fn14 signaling inhibition. actives 2% (n = 360,000). inhibition, % at 10 µM. TWEAK-stimulated Fn14 reporter cells, luciferase luminescence, 8 h; in the data active = inhibition above about 50%
TRPM1 prom inh = reduces MITF-dependent TRPM1 promoter luciferase signal; AID 488899; actives 0.83% (n = 330,000); SK-MEL-5 TRPM1 promoter luciferase, 24 h; inhibition, % at 12.5 µM;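 active = mean inhibition across replicates of 60% or more, whatever share of single replicates reaches that level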; also: values of inactives mirror those of a sister screen read the other way
NR2E3 ag-1 = activates human NR2E3 receptor; CHO-S Gal4-NCOR/VP16-NR2E3 two-hybrid, luciferase; Q9Y5X4; inhibition of corepressor binding, % at 3.98 µM; actives 0.35% (n = 360,000); AID 602229;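 active = inhibition above the mean of all tested compounds plus 3 SD, cut at about 70% in these data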;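 also: 0% = DMSO with NR2E3 transfected cells and 100% = cells lacking NR2E3 construct; higher means lower luciferase signal from less NR2E3 corepressor binding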
Target sequence (Q9Y5X4 whole entry, looked up, the tested form may be a part): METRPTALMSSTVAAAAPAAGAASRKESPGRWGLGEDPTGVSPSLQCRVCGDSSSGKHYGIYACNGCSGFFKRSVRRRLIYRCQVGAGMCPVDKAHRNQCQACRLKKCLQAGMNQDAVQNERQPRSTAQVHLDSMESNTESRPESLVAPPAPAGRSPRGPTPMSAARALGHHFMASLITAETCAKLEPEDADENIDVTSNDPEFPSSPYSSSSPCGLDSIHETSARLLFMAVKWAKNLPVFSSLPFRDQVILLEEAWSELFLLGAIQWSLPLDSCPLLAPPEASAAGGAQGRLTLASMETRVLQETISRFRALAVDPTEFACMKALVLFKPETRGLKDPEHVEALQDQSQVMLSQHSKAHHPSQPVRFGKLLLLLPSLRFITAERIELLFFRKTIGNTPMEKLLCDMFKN
CF NFkB inh = inhibitors of cystic fibrosis induced NF-kB. AID 588850. inhibition, % at 5 µM. actives 0.86% (n = 360,000). KKLEB NF-kB-GFP reporter, PAF-induced, GFP fluorescence overnight;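 active = at least 50% inhibition at 5 µM, scaled per plate between neutral and stimulator controls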;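 also: PAF is a Pseudomonas aeruginosa culture filtrate used as stimulus; plate controls were PAF-stimulated DMSO wells for no effect and unstimulated DMSO wells for full effect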
Shn3 inh set2 = Schnurri-3 reporter inhibition in Clone20 osteoblasts | Clone20 osteoblast Shn3 3'UTR firefly luciferase, 24 h | inhibition, % at 12.5 µM | actives 0.52% (n = 360,000) | AID 588674;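 active = mean inhibition of at least 75% with every replicate also reaching 75%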;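 also: 0% = median of neutral control wells and 100% = pilot-screen positive control compound; some compounds past the cut are filed as inactive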
HIF-2a block = inhibitors of HIF-2a. 786-0 RCC cells HIF-2a reporter, luciferase luminescence, overnight. inhibition, % at 18.8 µM. actives 0.72% (n = 360,000). AID 624352;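 active = inhibition of the luminescence signal of 40% or more relative to plate controls, in a single-dose primary screen at 18.75 µM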
Peg3 prom inh = Peg3 promoter activity inhibition. HeLa PEG-Prom luciferase reporter, luminescence, overnight. inhibition, % at 20 µM. actives 1.7% (n = 360,000). AID 588405;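 active = inhibition of at least 50% at 20 µM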
aDG glyco up = alpha-DG glycosylation activation; Pro5-aDG cells, alpha-DG glycosylation AlphaScreen (IIH6); 0% Pro5, 100% B10-LARGE cell signal; activation, % at 10 µM; actives 0.22% (n = 360,000); AID 624168;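 active = activation of at least 8% versus controls, or a plate z-score of at least 8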;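 also: Pro5 are CHO cells carrying HIG-tagged alpha-DG that lacks glycosylation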
KKLEB cytotox = CF airway cell cytotoxicity counter-screen. KKLEB CF airway cells viability, ATPlite luminescence, overnight; active compounds read low; cells stimulated with P. aeruginosa culture filtrate. activity change (cytotoxicity), % at 5 µM. actives 0.36% (n = 360,000). AID 602141;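 active = corrected activity change at or below -50% at 5 µM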
NR2E3 ag-2 = activates human photoreceptor nuclear receptor NR2E3; Q9Y5X4; GST-NR2E3/biotin-RetCOR TR-FRET, 1536-well; inhibition of corepressor binding, % at 4.78 µM; actives 0.12% (n = 320,000); AID 2300;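 active = percent inhibition above the cutoff of mean plus 3 SD of all tested compounds, set per screening campaign, cut at about 20% in these data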;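 also: 0% = DMSO wells and 100% = biotin wells as full block of FRET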
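Material: NR2E3–RetCOR corepressor complex / Amount: 1.35 nM GST-NR2E3 / Medium: Tris pH 7.5 / Compound: single nominal compound dose of 4.8 µM / Incubation: 5 h at 4 °C / Technique: TR-FRET, Eu(K)-anti-GST donor, streptavidin-D2 acceptor, ex 340, em 617/671 nm / Read-out basis: percent loss of FRET ratio relative to control wells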
iPSC survival up = hiPSC single-cell survival enhancement | ATPlite luminescence; 100% = ROCK inhibitor wells, 0% = DMSO | survival enhancement, % at 20 µM | actives 0.044% (n = 360,000) | AID 602274; in the data active = survival enhancement above about 18%;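 also: cells exposed to compounds for 16 hours before the ATP read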
Starred values were filed as active, the others as inactive; . = no result given; & = joins results of further samples.

1) O=C(Nc1cccc(C(F)(F)F)c1)C1Cc2c(-c3ccc(Cl)cc3)ccnc2O1 (centres undefined)
2) COc1cccc(CN2CCN(Cc3ccc(C#CC(C)(C)O)s3)CC2CCO)c1 (centres undefined)
3) Nc1nonc1C(=O)N/N=C/c1cccc([N+](=O)[O-])c1
4) COC(=O)C(C)Oc1ccc(=O)[nH]n1 (centres undefined)
5) COc1ccc(Cl)cc1C(=O)NCCCN1CCOCC1
6) Cc1ccc(S(=O)(=O)N2CCN(C(=O)CCN3C(=O)c4ccccc4C3=O)CC2)cc1C

screen / no. | 1 | 2 | 3 | 4 | 5 | 6
TWEAK Fn14 block | 30 | -4 | -42 | -8 | -1 | 9
TRPM1 prom inh | . | 1 | -6 | -7 | 3 | 3
NR2E3 ag-1 | -22 | 10 | -18 | 30 | 22 | 5
CF NFkB inh | 10 | -3 | 2 | 3 | 6 | -3
Shn3 inh set2 | 26 | 19 | 4 | -4 | 22 | 8
HIF-2a block | 1 | 16 | 0 | 12 | 14 | 21
Peg3 prom inh | 16 | 15 | 6 | 13 | 11 | 1
aDG glyco up | 0.8 | 0.0 | -0.2 | 0.1 | 0.0 | -0.3
KKLEB cytotox | -7 | 2 | -5 | 9 | -7 | -6
NR2E3 ag-2 | . | 5 | -3 | 6 | -5 | 0
iPSC survival up | -2.2 | 0.9 | -1.3 | 0.4 | 0.2 | 2.8

7) CN1CCN(c2ncnc3c2ncn3[C@H]2CN(Cc3ccncc3)C[C@@H](CO)O2)CC1
8) COc1ccc(N(CC(=O)O)S(=O)(=O)c2c(C)n[nH]c2C)cc1
9) CCN(CC)c1ccc(/C=C/C(=O)c2ccc(Br)cc2)cc1
10) Cc1nc(NS(=O)(=O)c2ccccc2)sc1NC(=O)Nc1ccccc1
11) CC(C)C[C@H]1CN(CCCC[C@H]2CNC(=O)C(=O)N2CCC2CCCCC2)C(=O)C(=O)N1CCc1ccccc1
12) CC(C)c1ccc(S(=O)(=O)N2CCN(CC(O)CN3CCOCC3)CC2)cc1 (centres undefined)

screen / no. | 7 | 8 | 9 | 10 | 11 | 12
TWEAK Fn14 block | 16 | -7 | -39 | 5 | -1 | -4
TRPM1 prom inh | . | -4 | -15 | -12 | . | 7
NR2E3 ag-1 | 13 | 11 | -14 | 0 | -1 | -11
CF NFkB inh | -37 | 11 | -29 | -2 | . | 6
Shn3 inh set2 | 1 | 0 | 12 | -6 | . | 1
HIF-2a block | 11 | -2 | -16 | 5 | 6 | 13
Peg3 prom inh | 9 | 1 | -41 | 7 | . | 6
aDG glyco up | -0.1 | 0.0 | -0.2 | 0.4 | 0.1 | 0.0
KKLEB cytotox | 16 | 1 | -12 | 16 | . | 5
NR2E3 ag-2 | . | -1 | -2 | -1 | . | 0
iPSC survival up | 12 | -2.8 | -2.3 | 1.9 | -0.3 | 0.4

13) CCn1nc(CC(C)C)cc1C(=O)N1CCCC(Nc2ccc(OC)cc2)C1 (centres undefined)
14) COc1ccc(-c2[nH]ncc2CN2CCC(OCc3cccnc3)CC2)c(F)c1
15) COc1ccc(S(=O)(=O)N(C)c2ccc(C(=O)Nc3ccccc3C(=O)N3CCOCC3)cc2)cc1OC
16) Fc1ccc(Oc2nccc(-c3ccc(Cl)cc3)n2)cc1
17) CC(=O)NC(Cc1cnc[nH]1)C(=O)O (centres undefined)
18) Cc1cc(C)n(-c2ccc(C(=O)OCc3ccccc3)cc2)n1

screen / no. | 13 | 14 | 15 | 16 | 17 | 18
TWEAK Fn14 block | -11 | -7 | -10 | -24 | 12 | -27
TRPM1 prom inh | 8 | -11 | 7 | -18 | 9 | -10
NR2E3 ag-1 | -28 | 17 | 4 | -17 | -7 | 7
CF NFkB inh | -2 | -4 | 12 | -3 | 7 | -6
Shn3 inh set2 | 14 | 49 | 0 | -9 | 0 | 12
HIF-2a block | -3 | -6 | 15 | -102 | 25 | -92
Peg3 prom inh | 9 | -10 | 11 | -72 | 7 | -91
aDG glyco up | -0.5 | -0.2 | -0.7 | 0.2 | -0.2 | 0.0
KKLEB cytotox | -3 | 5 | -5 | -1 | 2 | -16
NR2E3 ag-2 | 0 | 2 | 1 | 3 | 2 | 6
iPSC survival up | -0.4 | -1.9 | 0.3 | 4.4 | 0.0 | -3.1

19) COc1ccccc1N1CCN(C(=O)CCNS(=O)(=O)c2ccc(Br)s2)CC1
20) CC(=O)Nc1c2c(nn1-c1cccc(Cl)c1)CS(=O)C2 (centres undefined)
21) COc1ccc(S(=O)(=O)N2CCN(C(=S)Nc3ccc(S(N)(=O)=O)cc3)CC2)cc1
22) COC(=O)c1oc2ccc(Cl)cc2c1-n1cccc1
23) O=C(NCc1ccco1)C1CC(c2ccc(F)cc2)=NO1 (centres undefined)
24) O=C(NCCN1CCCC1)C(c1ccccc1)c1ccccc1

screen / no. | 19 | 20 | 21 | 22 | 23 | 24
TWEAK Fn14 block | -2 | -2 | 3 | 8 | 9 | 4
TRPM1 prom inh | -5 | 3 | 6 | 2 | -1 | -5
NR2E3 ag-1 | 8 | -4 | 20 | -22 | -25 | 1
CF NFkB inh | 16 | -19 | -25 | -1 | -5 | 8
Shn3 inh set2 | 8 | 1 | 9 | -5 | -100 | -5
HIF-2a block | 7 | 9 | 15 | -3 | -35 | 15
Peg3 prom inh | 16 | 12 | 8 | 8 | -21 | -4
aDG glyco up | 0.5 | 0.5 | -0.2 | 0.2 | -0.1 | -0.1
KKLEB cytotox | -6 | 2 | 27 | -1 | 10 | 5
NR2E3 ag-2 | 0 | 3 | 1 | 0 | 0 | -1
iPSC survival up | -0.2 | 0.4 | -0.4 | 0.2 | 0.2 | 0.5

25) CCOCCCNC(=O)C(NC(=O)c1cnccn1)c1ccc(OC)cc1 (centres undefined)
26) O=C(/C=C/c1ccccc1)Oc1cccc(C(=S)N2CCOCC2)c1
27) Cc1noc(C)c1S(=O)(=O)N(C)C[C@H]1Oc2ccc(NC(=O)CCC(F)(F)F)cc2C(=O)N([C@H](C)CO)C[C@@H]1C
28) O=C(NCc1nnc(SCc2ccc(F)cc2)n1-c1ccc(F)cc1)C12CC3CC(CC(C3)C1)C2
29) O=C(O)CCCNC(=O)C(c1ccccc1)c1ccccc1
30) N#CCSc1nc2scc(-c3cccs3)c2c(=O)n1CCc1ccccc1

screen / no. | 25 | 26 | 27 | 28 | 29 | 30
TWEAK Fn14 block | -17 | -17 | -55 | 7 | -4&8 | 14
TRPM1 prom inh | -6 | 11 | -1 | 10 | -6&-5 | -7
NR2E3 ag-1 | 2 | 0 | 8 | -4 | -13&18 | -18
CF NFkB inh | 12 | -12 | 9 | 16 | -6&18 | 25
Shn3 inh set2 | -4 | -13 | -10 | 12 | -23&-16 | 10
HIF-2a block | 6 | 6 | 2 | 24 | 14&17 | 8
Peg3 prom inh | 7 | -19 | -4 | 16 | 10&14 | -5
aDG glyco up | 0.0 | 0.3 | 0.1 | 0.2 | 0.1&-0.3 | 0.1
KKLEB cytotox | -2 | -12 | -9 | -7 | 0&-2 | -15
NR2E3 ag-2 | 1 | 2 | . | -4 | 0&4 | 0
iPSC survival up | -3.1 | 0.3 | 1.0 | -1.2 | 0.0&0.7 | 7.2

31) Cc1ccc(CC2SC(=O)NC2=O)cc1Cl (centres undefined)
32) CC(C)CN(CC(C)C)c1nn[nH]n1
33) CCOc1ccc(-c2nnc3sc(COc4ccc(Cl)cc4)nn23)cc1
34) COC(=O)CNC(c1ccccc1)c1cc(C)ccc1NC(=O)c1cccc(Cl)c1 (centres undefined)
35) COc1ccc2ccccc2c1/C=N\NC(=O)c1cccnc1
36) O=C(CCCN1C(=O)/C(=C\c2ccccc2)SC1=S)Nc1ccc(O)cc1

screen / no. | 31 | 32 | 33 | 34 | 35 | 36
TWEAK Fn14 block | -5 | -55 | 5 | -14 | -5 | 12
TRPM1 prom inh | -7 | -5 | 2 | 0 | . | 16
NR2E3 ag-1 | -8 | -35 | 11 | 20 | -14 | 8
CF NFkB inh | 6 | -46 | -6 | -1 | -21 | 10
Shn3 inh set2 | 14 | 0 | 8 | 1 | 2 | -10
HIF-2a block | -22 | 15 | 10 | 21 | -1 | 61*
Peg3 prom inh | -3 | 5 | -17 | 25 | -1 | 83*
aDG glyco up | 0.0 | 0.0 | 0.2 | 0.4 | 0.0 | 0.5
KKLEB cytotox | 3 | 20 | 8 | -12 | -2 | -10
NR2E3 ag-2 | 3 | . | 2 | -1 | 0 | 0
iPSC survival up | -2.0 | -0.5 | -0.2 | -0.7 | 0.5 | -0.3

37) CC1CCCCN1C(=O)CSc1ccc(-c2ccc(F)cc2)nn1 (centres undefined)
38) COc1cccc(C(=O)NC(C)CCc2ccccc2)c1 (centres undefined)
39) CCCCn1c(N)c(N(CC(C)C)C(=O)CN2C(=O)NC3(CC(C)CC(C)(C)C3)C2=O)c(=O)[nH]c1=O (centres undefined)
40) CCC(C)(C)NC(=O)C(c1ccco1)N(C(=O)CNC(=O)c1cccs1)c1cccnc1 (centres undefined)
41) COc1ccc(N(Cc2ccccc2)C(=O)c2ccccc2[N+](=O)[O-])cc1
42) c1cncc(-c2nc3ccccn3c2Nc2ccc3c(c2)OCCO3)c1
43) COC(=O)C1=CN(c2ccc(F)cc2)C=C(C(=O)OC)C1c1ccc([N+](=O)[O-])cc1
44) COc1ccc(N2CCN(CCCNS(=O)(=O)c3ccc4c(c3)oc(=O)n4C)CC2)cc1
45) CN1C(=O)c2ccc(C(=O)NCc3ccco3)cc2C1=O

screen / no. | 37 | 38 | 39 | 40 | 41 | 42 | 43 | 44 | 45
TWEAK Fn14 block | -9 | -15 | 1 | -5 | 12 | 10 | -2 | -9 | 5
TRPM1 prom inh | 0 | -5 | 3 | -2 | 5 | -24 | 20 | . | 14
NR2E3 ag-1 | -31 | 14 | -12 | 9 | 2 | -28 | -20 | -2 | -28
CF NFkB inh | -7 | -1 | -1 | -5 | -4 | 6 | -12 | 10 | -18
Shn3 inh set2 | -21 | 8 | 1 | -12 | -3 | -30 | 21 | 0 | 5
HIF-2a block | -117 | -9 | 8 | 15 | 6 | -99 | 16 | -4 | 20
Peg3 prom inh | -78 | -14 | 8 | 9 | 15 | -27 | 24 | 0 | 1
aDG glyco up | -0.1 | 0.0 | 0.1 | 0.0 | 0.1 | -0.2 | 0.1 | -0.2 | -0.2
KKLEB cytotox | -4 | -2 | 17 | 7 | 0 | 5 | -4 | -7 | 18
NR2E3 ag-2 | -1 | 3 | 1 | 0 | 1 | 1 | . | 1 | 1
iPSC survival up | -1.5 | -0.3 | 1.1 | 2.8 | -0.3 | -1.9 | 0.3 | -1.7 | 0.3

Hits appear at their usual frequency; about 4.4% have a hit in one of these screens.
